# Bioassay records from PubChem.
# bIAP inhibitor = intestinal alkaline phosphatase (bovine) inhibition. inhibition, % at 20 µM. 190,000 tested, under 10 active. purified bovine IAP, CDP-star luminescence, 30 min;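 active means over 50% inhibition of intestinal alkaline phosphatase at 20 µM in the single-dose screen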
#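 Assay system: bovine IAP enzyme; medium: DEA buffer 100 mM, pH 9.8, with MgCl2 1.0 mM, ZnCl2 0.02 mM; doses: 20 µM single dose; incubation: enzyme reaction for 30 min at room temperature; detection: CDP-star luminescence signal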
# TNAP act hi DEA = activators of human TNAP at high phosphate acceptor concentration; activation factor at 20 µM; P05186; 200,000 tested, under 10 active; purified TNAP, CDP-star luminescence, 1 M DEA, 30 min; stronger effect = higher value; 0 = EDTA background, 1 = DMSO-only activity;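 active means activation factor at least 2 at 20 µM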
# Target sequence (P05186 whole entry, looked up): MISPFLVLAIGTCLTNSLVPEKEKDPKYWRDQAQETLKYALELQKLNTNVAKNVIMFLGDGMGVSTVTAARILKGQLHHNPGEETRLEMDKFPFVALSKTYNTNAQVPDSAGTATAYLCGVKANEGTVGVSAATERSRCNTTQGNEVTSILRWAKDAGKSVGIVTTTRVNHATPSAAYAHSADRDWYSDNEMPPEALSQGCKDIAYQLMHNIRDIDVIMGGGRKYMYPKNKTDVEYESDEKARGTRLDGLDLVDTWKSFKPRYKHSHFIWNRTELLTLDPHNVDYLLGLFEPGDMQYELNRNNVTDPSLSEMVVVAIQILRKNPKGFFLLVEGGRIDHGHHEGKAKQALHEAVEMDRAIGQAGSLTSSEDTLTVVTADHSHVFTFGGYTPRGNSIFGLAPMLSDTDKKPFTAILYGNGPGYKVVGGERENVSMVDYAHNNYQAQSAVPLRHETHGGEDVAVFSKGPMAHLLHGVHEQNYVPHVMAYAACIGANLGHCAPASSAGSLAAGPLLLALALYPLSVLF
#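 Dosing: 20 µM single point. System: human TNAP. Amount: TNAP 1/800 final. Incubation: 30 min, room temperature. Read-out: TNAP activation factor scaled between EDTA and DMSO control wells. Signal: luminescence from CDP-star hydrolysis. Medium: 1 M DEA, pH 9.8, Mg2+, Zn2+. Control set: EDTA negative control, DMSO positive control.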
# STAT3 activator = increases IL-6 driven STAT3 reporter signal. AID 871. 0.91% of 190,000 active. activation (% of control), % at 5.6 µM. U3A cells, IL-6 STAT3-luciferase reporter, luminescence; 100% = signal with IL-6 EC80 alone;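 active means activation above the screen-wide mean of compound activation plus 3 SD, cut at about 130% in these data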;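 further: 0% = background luminescence of wells with medium and substrate only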
#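 Material: human U3A cells carrying STAT3-luciferase construct. Measured by: reporter luminescence signal. Timing: compound 1 h, then IL-6 6 h at 37 °C.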
# PPARg SRC1 recr = PPARgamma-driven SRC-1 recruitment agonism; P37231; PPARgamma-SRC-1 coactivator recruitment biochemical assay; activation, % at 8 µM; 0.41% of 200,000 active; AID 631; in the data active means activation above about 19%;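 further: 0% = DMSO and 100% = reference agonist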
# PPARg SRC-2 ag = agonists of SRC-2 recruitment by human PPARgamma | P37231 | PPARgamma LBD-SRC-2 recruitment, biochemical | activation, % at 8 µM | 0.34% of 200,000 active; in the data active means activation above about 22%;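 further: 0% = vehicle and 100% = reference agonist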
# STAT1 blocker = reduces IFN-gamma driven STAT1 reporter signal; NIH 3T3 STAT1-luciferase reporter, luminescence; 0.35% of 200,000 active; inhibition, % at 5.5 µM;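 active means inhibition above a set limit, the mean inhibition across all tested compounds plus 3 SD, cut at about 34% in these data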;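 further: 0% = IFN-gamma with DMSO and 100% = IFN-gamma with 300 µM nifuroxazide; values of inactives mirror those of a sister screen read the other way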
# bIAP act = intestinal alkaline phosphatase (bovine) activation | purified bovine IAP, CDP-star luminescence, 30 min; stronger effect = higher value; fold of DMSO-control signal, blank-subtracted | 0.17% of 200,000 active | activation factor at 20 µM | AID 1016;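 active means activation factor of 2 or more at 20 µM, a signal rise over negative controls twice the positive control's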
# STAT3 inh = STAT3 signaling inhibition; U3A cells, IL-6 STAT3-luciferase reporter, luminescence; host cell line lacks STAT1; inhibition, % at 5.5 µM; 0.89% of 190,000 active; AID 862;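 active means inhibition above the mean inhibition across all screened compounds plus 3 SD, cut at about 44% in these data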;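 further: 0% = DMSO only wells and 100% = 100 µM nifuroxazide control wells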
# ROMK primary = human ROMK K+ channel modulation, primary screen. P48048. Tet-inducible ROMK, thallium flux fluorescence; actives lie on both sides. B-score at 10 µM. 2% of 130,000 active. AID 1918;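 active means signal ratio slope over the read window, or its plate-corrected B-score, at least 3 SD from the plate mean, either direction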;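 further: B-score of the F/F0 ratio slope over 7 to 12 s after thallium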
# Target sequence (P48048 whole entry, looked up): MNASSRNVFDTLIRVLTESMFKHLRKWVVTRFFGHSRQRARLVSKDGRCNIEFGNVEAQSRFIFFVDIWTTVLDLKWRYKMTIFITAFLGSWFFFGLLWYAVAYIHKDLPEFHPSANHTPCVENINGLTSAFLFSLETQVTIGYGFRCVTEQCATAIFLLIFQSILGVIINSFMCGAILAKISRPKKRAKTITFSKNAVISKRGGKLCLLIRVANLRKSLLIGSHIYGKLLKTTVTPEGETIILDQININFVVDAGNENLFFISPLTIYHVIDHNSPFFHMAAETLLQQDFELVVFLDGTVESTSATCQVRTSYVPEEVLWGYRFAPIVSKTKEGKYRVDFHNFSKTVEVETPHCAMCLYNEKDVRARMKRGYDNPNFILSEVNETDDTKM
# PPARg SRC3 recr = PPARgamma-driven SRC-3 recruitment agonism | P37231 | biochemical PPARgamma/SRC-3 coactivator recruitment assay | activation, % at 8 µM | 0.26% of 200,000 active | AID 731; in the data active means activation above about 23%;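 further: 0% = DMSO and 100% = reference agonist; some compounds past the cut are filed as inactive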
# TR-FRET SRC-2 ct = TR-FRET artefact, counter-screen to PPARgamma/SRC-2 agonist assay; 0.4% of 200,000 active; TR-FRET ratio at 8 µM; stronger effect = higher value; in the data active means TR-FRET ratio above about 2000; further: inactives centre near 1500
# Active calls of the source: *; . = no result given. This is a random part of the collection (roughly 3.7% active in at least one column).
SMILES	bIAP inhibitor	TNAP act hi DEA	STAT3 activator	PPARg SRC1 recr	PPARg SRC-2 ag	STAT1 blocker	bIAP act	STAT3 inh	ROMK primary	PPARg SRC3 recr	TR-FRET SRC-2 ct
CCn1c2c(c3cc(Cl)ccc31)CCCC2=O	12	1	103	1	6	14	0.9	5	.	0	1589
Cc1cc(N2CCN(c3ccccc3)CC2)nc(NCc2ccccc2)n1	4	1	101	-1	0	-3	1	2	.	7	1376
c1ccc(-c2ccc(OCCCn3cncn3)cc2)cc1	6	1	86	1	0	-4	0.9	20	-0.069	-10	1728
CCN1CCN(CCNC(=O)c2ccc(/C=C3/Sc4ccccc4N(Cc4ccccc4C)C3=O)cc2)CC1	-21	1	94	-1	4	1	1.2	13	-3.6*	8	1512
COCCCN1C(=O)C(=O)/C(=C(/O)c2ccc(C)cc2)C1/C=C/c1ccccc1 (stereo unspecified)	9	1	96	17	3	-12	0.9	6	0.022	2	1683
CCOC(=O)c1sc2ncn(/N=C/c3cccnc3)c(=O)c2c1C	2	1	100	5	8	7	1	6	0.33	3	1638
COc1cccc(C2=NO[C@@H]3C(=O)N(Cc4ccccc4)C(=O)[C@H]23)c1OC	-10	1.1	93	-3	-9	1	1.1	12	1.1	2	1460
CN(C)c1ccc(C(=O)c2ccc(N(C)C)c3ccccc23)cc1	1	1	146*	13	19	-32	1	-52	1.9	9	1588
COc1ccccc1C(=O)OCc1nc(N)nc(Nc2ccccc2C)n1	.	1	108	12	1	-6	0.5	-3	.	6	1703
COc1ccc(S(=O)(=O)NCC2CCCN(C(=O)c3ccco3)C2)cc1 (stereo unspecified)	-1	1	99	3	6	-7	1	8	0.95	3	1495
OC(C#CCN1CCCCC1)c1ccccc1 (stereo unspecified)	12	1.1	107	0	5	-2	0.9	1	.	-5	1543
O=C(CCSc1nc(-c2ccco2)cc(C(F)(F)F)n1)Nc1ccc2c(c1)OCO2	21	1	89	2	18	6	0.8	17	0.12	-2	1582
Oc1sc(C=Nc2ccc(F)cc2)c2ccccc12	-8	0.9	103	14	13	-42	1.1	-1	.	8	1732
COc1ccc2c(c1)C1NC(=S)NC(C)(O2)C1C(=O)Nc1ccc(C)cc1C (stereo unspecified)	32	1	100	-1	5	5	0.7	-2	0	-2	1494
CC1=CC(C)(C)NC(=S)N1c1cc(C)cc(C)c1	29	1	93	4	-8	5	0.7	15	0.3	-2	1585
FC(F)(F)c1ccc2c(c1)NCC1CCCN21 (stereo unspecified)	0	1.1	93	8	12	10	1	12	0.12	3	1732
Brc1ccc(/C=N/Nc2nncc(-c3ccccc3)n2)o1	41	1	81	-8	-2	-10	0.6	27	0.51	-5	1561
Cc1cccc(C)c1NC(=O)C1(N(Cc2ccco2)C(=O)CC2NC(=O)NC2=O)CCCC1 (stereo unspecified)	5	1.1	100	-2	7	2	1	4	.	9	1607
COCCSc1nnc(NC(=O)C2CC(=O)N(c3ccc(Cl)cc3)C2)s1 (stereo unspecified)	5	1	108	-7	0	12	0.9	-3	1.3	-1	1498
O=C(CN1CCN(Cc2ccccc2)CC1)N/N=C/c1c[nH]c2ccccc12	-4	1	95	0	0	-6	1	8	1.1	4	1535

# Fetched one by one from above (7):
SMILES	bIAP inhibitor	TNAP act hi DEA	STAT3 activator	PPARg SRC1 recr	PPARg SRC-2 ag	STAT1 blocker	bIAP act	STAT3 inh	ROMK primary	PPARg SRC3 recr	TR-FRET SRC-2 ct
OC(C#CCN1CCCCC1)c1ccccc1 (stereo unspecified)	12	1.1	107	0	5	-2	0.9	1	.	-5	1543
Brc1ccc(/C=N/Nc2nncc(-c3ccccc3)n2)o1	41	1	81	-8	-2	-10	0.6	27	0.51	-5	1561
CC1=CC(C)(C)NC(=S)N1c1cc(C)cc(C)c1	29	1	93	4	-8	5	0.7	15	0.3	-2	1585
Oc1sc(C=Nc2ccc(F)cc2)c2ccccc12	-8	0.9	103	14	13	-42	1.1	-1	.	8	1732
FC(F)(F)c1ccc2c(c1)NCC1CCCN21 (stereo unspecified)	0	1.1	93	8	12	10	1	12	0.12	3	1732
O=C(CCSc1nc(-c2ccco2)cc(C(F)(F)F)n1)Nc1ccc2c(c1)OCO2	21	1	89	2	18	6	0.8	17	0.12	-2	1582
O=C(CN1CCN(Cc2ccccc2)CC1)N/N=C/c1c[nH]c2ccccc12	-4	1	95	0	0	-6	1	8	1.1	4	1535

# (continued)
SMILES	bIAP inhibitor	TNAP act hi DEA	STAT3 activator	PPARg SRC1 recr	PPARg SRC-2 ag	STAT1 blocker	bIAP act	STAT3 inh	ROMK primary	PPARg SRC3 recr	TR-FRET SRC-2 ct
Cc1ccc(-c2noc(CCC(=O)NCCCN3CCN(c4ccc(F)cc4)CC3)n2)cc1	0	1	76	0	3	13	1	31	.	-5	1303
COc1ccc(C(=O)/C=C/NCc2ccc(C)cc2)cc1	.	.	97	11	9	-19	.	12	.	-2	1660
COc1ccc(N=C2SC(CC(=O)Nc3cccc(Cl)c3)C(=O)N2Cc2ccco2)cc1 (stereo unspecified)	17	1	99	6	-3	2	0.8	-1	-0.61	4	1564
O=C(CCc1ccccc1)NCC(=O)N/N=C/c1ccc2c(c1)OCO2	4	1.1	101	7	13	15	1	-1	1.1	-4	1623
O=C(Nc1cc(Cl)cc(Cl)c1)C(NCCCO)c1ccccc1 (stereo unspecified)	-4	1	103	15	-3	-2	1	4	0.69	4	1413
Cc1ccc(C(=O)Nc2nc(C(C)(C)C)cs2)s1	18	1	97	-2	10	-50	0.8	8	-0.56	-3	1561
O=C(Nc1ccc(Cl)cc1)N(Cc1cccnc1)Cc1ccco1	18	1	92	3	9	9	0.8	14	.	16	1528
Cc1nnc(C)n1/N=C/c1cc2ccccc2nc1Cl	-24	1.1	106	0	1	-1	1.2	-3	0.14	-2	1594
CC1(C)CNC(=O)c2sc(NC(=O)CN3CCOCC3)nc2C1	13	1	102	-1	7	1	0.9	1	-0.46	8	1696
COc1ccc(NS(=O)(=O)c2cc(NC(=O)/C=C/c3cc(OC)ccc3OC)ccc2N2CCCCC2)cc1	4	1	96	0	3	-9	1	2	0.41	-2	1541
CCCCN1C(=O)CCC(C(=O)O)C1c1ccccc1 (stereo unspecified)	4	1	103	0	-1	10	1	-1	.	-5	1436
COc1cc2c(OC(C)=O)c3c(c(-c4ccc5c(c4)OCO5)c2cc1OC)C(=O)OC3	2	1	.	2	12	20	1	.	.	0	1696
COCCCNCCCOc1ccc(Cl)cc1Br	-5	1.1	104	-2	1	2	1	7	.	2	1575
CCOC(=O)C1(Cc2ccccc2C)CCCN(Cc2cn(C)nc2C)C1 (stereo unspecified)	-25	1.1	88	6	5	1	1.2	19	0.89	0	1450
O=C(Nc1ccccc1)NC1CS(=O)(=O)CC1O (stereo unspecified)	8	1.1	107	-10	-1	-2	0.9	-6	.	-5	1271
COC(=O)[C@H]1C2CCC(C(=O)OC)(CC2)[C@H]1C(=O)OC	10	1.1	99	-1	2	-8	0.9	13	.	3	1612
CN(C)C(=O)c1cc(F)ccc1Sc1cc(Cl)ccc1Cl	-6	1	97	1	9	-1	1.1	4	1.7	6	1590
CC(C)c1cc(C(=O)NCCc2ccccc2)no1	-13	1.1	105	0	-2	-37	1.1	7	0.0074	2	1538
CCOC(=O)c1ccc(-n2c(N)c(C(=O)NCC3CCCO3)sc2=S)cc1 (stereo unspecified)	-13	1	100	0	6	4	1.1	4	.	-3	1566
CCOC(=O)c1c(-c2ccc(C)cc2)csc1/N=C/N(C)C	-13	1	105	-9	1	6	1.1	-1	-0.39	2	1568
CC1CCc2c(C(=O)NCc3cccnc3)csc2C1 (stereo unspecified)	-8	1	97	8	11	2	1.1	4	-0.1	4	1614
COC(=O)[C@@H](NC(=O)Nc1ccc(S(N)(=O)=O)cc1)C(C)C	8	1	103	-6	3	12	0.9	0	0.58	-1	1509
CCOC(=O)CSc1nnc(CNC(=O)c2ccc([N+](=O)[O-])cc2)n1C	-8	1.1	100	8	7	5	1.1	5	.	1	1548
CCc1nc2ccccc2c(=O)n1NCCc1ccccc1	-4	1.1	101	0	5	-3	1	3	-0.38	1	1542
Cc1ccc(CNc2oc(C)nc2C#N)cc1	6	1.1	95	-2	-8	5	0.9	10	.	2	1403
COc1ccc2oc(C(=O)NCCC(C)C)c(C)c2c1	6	1	93	6	13	-41	0.9	11	-0.14	2	1849
CC(C)CC1(C(=O)NCc2cc(F)cc(C(F)(F)F)c2)C=CCN1C(=O)c1ccccc1 (stereo unspecified)	8	1.1	104	1	2	2	0.9	-8	-0.17	0	1715
C=CCNC(=S)NNC(=O)C(CCC(C)C)CC(C)(C)O (stereo unspecified)	-41	1.1	97	-10	-2	-4	1.4	9	-0.082	-6	1385
Cc1cc(-n2c(C)cc(C(=O)CN3C(=O)NC4(CCCCC4)C3=O)c2C)no1	4	1	100	2	-7	10	1	8	.	8	1506
Brc1ccc(-c2csc(/N=C/N3CCOCC3)n2)cc1	7	1.1	82	0	0	-39	0.9	24	.	2	1503
CCOCCCNC(=S)N1CCCN(c2nc3cc(C)cc(C)c3cc2C#N)CC1	-9	1	104	1	-5	3	1.1	2	-0.33	0	1515
